Nrf2 block – Nrf2 pathway inhibition; A549 ARE-Fluc reporter, luciferase luminescence, 18-24 h; Potency, µM (top dose mostly 46 µM), for the others: at the top dose activity change, negative = inhibition, actives largely listed as inhibitors; 2.1% of 360,000 active; note: potency is the fitted concentration of half-maximal effect; % is set by controls: 0 for no effect and ±100 for the full control effect; nearly all actives have a fitted effect of over 60% in size
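A549 ARE_Fluc cells, 5000/well, 5% FBS OPTI-MEM; compounds in dose-response, 18-24 h at 37 °C/5% CO2; CellTiter-Fluor viability read (Ex 405/Em 525), then BugLite luciferase luminescence = Nrf2 activity.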
MmCpn inh – blocks the Methanococcus maripaludis chaperonin Mm-Cpn | purified Mm-Cpn ATPase, ADP Transcreener TR-FRET | Potency, µM (titrated, usually from 76.9 µM), for inactives: at the top dose activity, negative = inhibition, hits mostly inhibitors | 0.031% of 330,000 active; note: potency is the fitted concentration of half-maximal effect; % is set by controls: 0 for no effect and ±100 for the full control effect; nearly all actives have a fitted effect of over 80% in size
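Quantitative HTS used 25 nM Mm-CPN and 10 uM ATP in magnesium/KCl Tris buffer, pH 7.4, with 1 mM DTT. Hydrolysis ran 30 min at 37°C; ADP was read by HTRF.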
EPAC2 agonist – EPAC2 (human) agonism | Q8WZA2 | EPAC2 activation, biochemical qHTS; response scale: 100% = 6.5 mM cAMP response | Potency, µM (highest dose often 154 µM), inactives show at the highest dose activation, hits mostly activators | 0.079% of 360,000 active | AID 720711; note: potency is the fitted concentration of half-maximal effect; nearly all actives have a fitted effect of over 50% in size
Target sequence (Q8WZA2 whole entry, looked up): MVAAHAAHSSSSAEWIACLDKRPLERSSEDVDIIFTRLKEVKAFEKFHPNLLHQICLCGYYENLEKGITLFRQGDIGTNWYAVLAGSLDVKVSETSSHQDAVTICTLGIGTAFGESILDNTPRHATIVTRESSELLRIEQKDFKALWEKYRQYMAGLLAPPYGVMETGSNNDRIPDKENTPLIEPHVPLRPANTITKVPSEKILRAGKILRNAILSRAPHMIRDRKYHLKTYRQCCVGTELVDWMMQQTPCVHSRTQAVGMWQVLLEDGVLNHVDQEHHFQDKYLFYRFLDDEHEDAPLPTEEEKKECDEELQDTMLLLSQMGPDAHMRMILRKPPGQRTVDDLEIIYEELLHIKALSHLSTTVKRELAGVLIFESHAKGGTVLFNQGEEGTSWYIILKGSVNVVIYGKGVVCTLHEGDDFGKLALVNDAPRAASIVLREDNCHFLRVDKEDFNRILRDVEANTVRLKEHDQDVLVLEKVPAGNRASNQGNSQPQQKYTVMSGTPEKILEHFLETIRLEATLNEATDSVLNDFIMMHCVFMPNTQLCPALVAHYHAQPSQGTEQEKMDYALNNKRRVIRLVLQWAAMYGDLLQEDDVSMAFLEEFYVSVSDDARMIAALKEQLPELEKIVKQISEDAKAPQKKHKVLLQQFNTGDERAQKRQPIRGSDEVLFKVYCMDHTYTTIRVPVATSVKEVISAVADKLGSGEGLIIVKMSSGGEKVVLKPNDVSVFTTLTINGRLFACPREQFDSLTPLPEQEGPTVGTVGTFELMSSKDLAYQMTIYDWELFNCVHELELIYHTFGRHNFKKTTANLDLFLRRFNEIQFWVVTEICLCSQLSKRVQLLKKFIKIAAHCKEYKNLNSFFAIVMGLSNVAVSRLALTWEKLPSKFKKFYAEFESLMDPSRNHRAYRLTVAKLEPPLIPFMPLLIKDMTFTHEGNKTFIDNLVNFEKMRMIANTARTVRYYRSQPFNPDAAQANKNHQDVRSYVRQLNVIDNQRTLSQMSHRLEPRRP
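qHTS, titration series. 100 nM EPAC2 / 250 nM Rap1B-BODIPY-GDP / 50 uM GDP; RT; ex 480/em 540 nm, 5-min reads to 30 min. Norm. to 6.5 mM cAMP = activation.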
EPAC2 antag – antagonists of human EPAC2; EPAC2 GEF exchange of Rap1B-BODIPY-GDP, fluorescence; Potency, µM (titrated, usually from 114 µM), for the others: top-dose activity, negative = inhibition, hits mostly inhibitors; 0.18% of 360,000 active; Q8WZA2; note: potency is the fitted concentration of half-maximal effect; % is set by controls: 0 for no effect and ±100 for the full control effect; nearly all actives have a fitted effect of over 45% in size; many of its hits are not listed in these tables
TGFb inhibitor – blocks TGF-b signaling; AID 588855; 1.2% of 410,000 active; HepG2 CAGA-GFP TGF-b/SMAD3 reporter, GFP fluorescence, 18 h; TGF-beta stimulated, 500 pg/mL final; Potency, µM (highest dose often 46.1 µM), for the others: top-dose activity, negative = inhibition, actives largely listed as inhibitors; note: potency is the fitted concentration of half-maximal effect; % is set by controls: 0 for no effect and ±100 for the full control effect; nearly all actives have a fitted effect of over 65% in size
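Inhibition was scored as loss of TGF-beta-induced (500 pg/mL final, 18 hours, 37 degrees C) GFP in HEPG2 cells carrying a CAGA-GFP reporter, in DMEM with 1% FBS. Well GFP was summed per cell; Activity was normalised to unstimulated and stimulated DMSO wells, then concentration-response fitting.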
Nrf2 activator – activates Nrf2 signaling | Potency, µM (doses to about 46.1 µM), without a hit: at the top dose activation, usual class: activators | AREc32 ARE-luciferase reporter (MCF7-derived line), luminescence, 24 h | 0.31% of 410,000 active; note: potency is the fitted concentration of half-maximal effect; % of control where 0% means no effect; nearly all actives have a fitted effect of over 65% in size
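AREc32_Fluc, 1000 cells/well, OPTI-MEM + 5% FBS, o/n 37 deg C 5% CO2; 23 nL cpd by pin tool, 24 hr; Steady-Glo 30 min RT, luminescence.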
pAkt inh – blocks phosphorylation of Akt | Neuro2A IGF-stimulated pAkt S473 HTRF, 20 min; hits give low values | activity change, % for hits at 50 µM | 0.32% of 360,000 active | AID 651550; in the data active = activity change below about -80%; inconclusive = mostly about -51% to -80%; note: % is set by controls: 0 for no effect and ±100 for the full control effect
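Neuro2A cells in DMEM with 0.5% FBS, overnight at 37 deg C, given compound at single 50 µM final, then IGF (6 nM final) for 20 min at 37 deg C. Lysed; phospho-Akt Ser473 by HTRF after 24 h, 665/615 ratio.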
A549 viability – counter-screen for Nrf2 inhibitors: cytotoxicity in A549 cells | A549 ARE-Fluc cells, CellTiter-Fluor viability, 18-24 h | 0.16% of 390,000 active | Potency, µM (series often up to 46 µM), for the others: at the top dose activity change, negative = cytotoxicity, hits mostly inhibitors; note: potency is the fitted concentration of half-maximal effect; % is set by controls: 0 for no effect and ±100 for the full control effect
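A549 ARE_Fluc cells in 5% FBS OPTI-MEM were exposed to compounds in concentration-response for 18-24 h at 37 deg C. Viability was read by CellTiter-Fluor fluorescence (Ex 405/Em 525) after 30 min, before the luciferase read.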
CCT modulator – changes cytosolic chaperonin activity; 0.3% of 360,000 active; purified chaperonin ATPase assay, HTRF ADP detection, 30 min; activity change, % (test concentration not listed), hits read low; in the data active = activity change below about -30%; note: % is set by controls: 0 for no effect and ±100 for the full control effect
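TRiC at 40 or 20 nM final (batch-dependent) in 30 mM Tris pH 7.4, 100 mM KCl, 5 mM MgCl2, 1 mM DTT, with compound at single 76 uM and 10 uM ATP, 30 min at 37 deg C. ADP detected by HTRF Transcreener, 665/615 ratio.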
An asterisk follows results filed as active; [ ] = remark or other dose. Unless noted, calls come from the whole dose curve; as a rule, active = well fitted curve in the direction sought with a large enough effect; inconclusive = small, poorly fitted or top-dose-only effect, or another doubt; inactive = no such curve, though single readings can be large; an effect the other way counts as inactive or inconclusive. A portion of the library; rates above refer to the full screens.

`N#CC(=Cc1ccc(-c2ccccc2)cc1)C(=O)c1ccccc1` gave EPAC2 agonist 13.3%, EPAC2 antag 6.7%, TGFb inhibitor -28.4%, Nrf2 activator 3.2%, pAkt inh inactive and CCT modulator 0.0.
Screening CCOC(=O)Cn1c(-c2ccccn2)nc2ccccc21 returned Nrf2 block 2.3%, MmCpn inh -2.8%, EPAC2 agonist 8.4%, EPAC2 antag -2.2%, TGFb inhibitor -5.7%, Nrf2 activator -0.6%, pAkt inh inactive, A549 viability -0.2% and CCT modulator -0.2.
Screening NC(=O)C1=C[C@@H](c2ccccc2)C[C@@H](OCCCCO)O1 returned Nrf2 block -12.0%, EPAC2 agonist 0.0%, EPAC2 antag -6.4%, TGFb inhibitor -8.9%, Nrf2 activator -0.1%, pAkt inh inactive, A549 viability 0.4% and CCT modulator -0.5.
CCCOc1ccccc1-c1nc(SCC(=O)c2ccccc2)n[nH]1 was read as Nrf2 block inconclusive, TGFb inhibitor -12.4%, Nrf2 activator 4.8% and A549 viability 1.4%.
Screening O=C(NCc1ccc(F)cc1)C1CCN(S(=O)(=O)c2cccnc2)CC1 returned Nrf2 block 12.8%, MmCpn inh -0.2%, EPAC2 agonist 1.9%, EPAC2 antag 2.0%, TGFb inhibitor 4.0%, Nrf2 activator -1.1%, pAkt inh inactive, A549 viability 2.1% and CCT modulator -0.5.
For COc1c(Br)cc2c(C)c(C(=O)O)oc2c1Br the results were Nrf2 block 7.2%, MmCpn inh -1.3%, EPAC2 agonist -1.8%, EPAC2 antag -15.3%, TGFb inhibitor -4.2%, Nrf2 activator -0.1%[9.22 µM], pAkt inh inactive, A549 viability 4.2% and CCT modulator 1.3.
For COc1ccc(Br)cc1CN1CCCC(C(=O)N2CCCCCC2)C1 (stereo not given) the results were MmCpn inh 2.1%, EPAC2 agonist 6.9%, EPAC2 antag -2.0%, TGFb inhibitor inconclusive, Nrf2 activator -0.3%, pAkt inh inactive, A549 viability 1.9% and CCT modulator -3.5.
For Cc1nc2ccc(C(=O)OCc3ccccc3Br)cc2nc1C the results were Nrf2 block inconclusive, MmCpn inh 3.0%, EPAC2 agonist 8.1%, EPAC2 antag -14.1%, TGFb inhibitor -4.0%, Nrf2 activator 1.7%, pAkt inh inactive, A549 viability 16.5% and CCT modulator 1.2.
For COc1cc(NC(=O)C2(C)CCN2C(=O)C(C)C)cc(OC)c1OC (stereo not given) the results were EPAC2 agonist 3.8%, EPAC2 antag -1.2%, TGFb inhibitor 12.5%, Nrf2 activator 0.5%, pAkt inh inactive and CCT modulator -0.3.
Screening COc1ccc(C(C)(O)c2nc(-c3cccc(C(C)C)c3)cs2)cc1 (stereo not given) returned EPAC2 agonist 0.4%, EPAC2 antag inconclusive, TGFb inhibitor inconclusive, Nrf2 activator 0.1%, pAkt inh inactive and CCT modulator -0.8.
`CC(C)C[C@@H](CN1CCC[C@@H]1CN1C(=S)NC[C@@H]1Cc1ccccc1)N1C[C@H](Cc2ccc(O)cc2)N(CCc2ccccc2)C1=S` gave EPAC2 agonist -2.3%, EPAC2 antag -10.4%, TGFb inhibitor inconclusive, Nrf2 activator 0.4%, pAkt inh inactive and CCT modulator -0.8.
Screening CCCc1nnc(NC(=O)CCC(=O)NCc2ccc(OC)cc2)s1 returned Nrf2 block -9.5%, MmCpn inh -0.9%, EPAC2 agonist 7.6%, EPAC2 antag -2.9%, TGFb inhibitor 0.0%, Nrf2 activator -0.3%, pAkt inh inactive, A549 viability -8.6% and CCT modulator 2.0.
For O=C(CCc1nc2ccccc2c(=O)[nH]1)N1CCN(c2ccc(F)cc2)CC1 the results were Nrf2 block 16.4µM*, MmCpn inh 2.1%, EPAC2 agonist 5.9%, EPAC2 antag -2.7%, TGFb inhibitor 13.4%, Nrf2 activator 1.4%, pAkt inh inactive, A549 viability -0.2% and CCT modulator 1.5.
Screening Cc1ccc(CNC(=O)CN2NS(=O)(=O)c3ccccc3C2=O)cc1 returned EPAC2 agonist 4.6%, EPAC2 antag -0.5%, TGFb inhibitor -0.8%, Nrf2 activator -0.8%, pAkt inh inactive and CCT modulator -0.6.
For C/C(=N\NC(=O)CN(c1ccc(C)cc1)S(C)(=O)=O)c1cccs1 the results were Nrf2 block -0.6%, MmCpn inh 1.2%, EPAC2 agonist 3.3%, EPAC2 antag 6.8%, TGFb inhibitor -2.5%, Nrf2 activator 0.1%, pAkt inh inactive, A549 viability -0.9% and CCT modulator -1.6.
COc1ccccc1NC(=O)c1c(NC(=O)c2ccccc2F)sc2c1CCC2 was read as Nrf2 block -3.5%, TGFb inhibitor -0.6%, Nrf2 activator 0.0% and A549 viability 4.7%.
Screening CN(C)N=Nc1ccc(-c2cn(Cc3ccccc3)cn2)cc1 returned Nrf2 block inconclusive, MmCpn inh 0.7%, EPAC2 agonist 3.8%, EPAC2 antag 1.6%, TGFb inhibitor 0.1%, Nrf2 activator 1.4%, pAkt inh inactive, A549 viability -18.5% and CCT modulator -1.3.
CCOC(=O)C1CCN(C(=O)C(CCSC)NC(=O)c2ccccc2OC)CC1 (stereo not given) was read as Nrf2 block 8.5%, MmCpn inh -6.4%, EPAC2 agonist 11.9%, EPAC2 antag 1.6%, TGFb inhibitor -17.3%, Nrf2 activator -0.6%, pAkt inh inactive, A549 viability -1.2% and CCT modulator -2.9.
O=C(/C=C/NCC(=O)c1ccccc1)c1ccc(Br)cc1 was read as Nrf2 block 4.7%, MmCpn inh -7.1%, EPAC2 agonist 7.5%, EPAC2 antag 7.1%, TGFb inhibitor -7.5%, Nrf2 activator 4.6%, pAkt inh inactive, A549 viability -2.6% and CCT modulator -1.1.
For CCOC(=O)c1cccc(NC(=O)CCc2nc3cccnc3n2-c2ccccc2)c1 the results were Nrf2 block inconclusive, TGFb inhibitor -11.5%, Nrf2 activator -0.8% and A549 viability -9.4%.

Two neighbouring records from above:
`CC(C)C[C@@H](CN1CCC[C@@H]1CN1C(=S)NC[C@@H]1Cc1ccccc1)N1C[C@H](Cc2ccc(O)cc2)N(CCc2ccccc2)C1=S` gave EPAC2 agonist -2.3%, EPAC2 antag -10.4%, TGFb inhibitor inconclusive, Nrf2 activator 0.4%, pAkt inh inactive and CCT modulator -0.8.
Screening CCCc1nnc(NC(=O)CCC(=O)NCc2ccc(OC)cc2)s1 returned Nrf2 block -9.5%, MmCpn inh -0.9%, EPAC2 agonist 7.6%, EPAC2 antag -2.9%, TGFb inhibitor 0.0%, Nrf2 activator -0.3%, pAkt inh inactive, A549 viability -8.6% and CCT modulator 2.0.

The list continues:
Screening O=S(=O)(NCC1CCCO1)c1ccc(Oc2ccccc2)cc1 (stereo not given) returned Nrf2 block inconclusive, MmCpn inh -0.4%, EPAC2 agonist -5.2%, EPAC2 antag 1.1%, TGFb inhibitor -19.5%, Nrf2 activator 0.3%, pAkt inh inactive, A549 viability -6.1% and CCT modulator -4.8.
CCOc1ccc(S(=O)(=O)N(CC(=O)Nc2cccnc2)c2ccccc2)cc1 was read as Nrf2 block inconclusive, TGFb inhibitor 0.0%, Nrf2 activator 3.0% and A549 viability -5.5%.
`CSc1ncc(C(=O)N2CCN(c3cccc(Cl)c3)CC2)c(C)n1` gave Nrf2 block -5.3%, TGFb inhibitor inconclusive, Nrf2 activator 0.8% and A549 viability 2.7%.
CC(C)Cn1c(-c2ccc(F)cc2)n[nH]c1=S was read as Nrf2 block 10.0%, MmCpn inh -3.5%, EPAC2 agonist 5.9%, EPAC2 antag 2.9%, TGFb inhibitor -10.5%, Nrf2 activator -0.2%, pAkt inh inactive, A549 viability -4.7% and CCT modulator -5.6.
For N#CC1=C(N)Oc2n[nH]c(-c3cccs3)c2C1c1ccccc1C(=O)O (stereo not given) the results were Nrf2 block 9.0%, MmCpn inh -4.5%, EPAC2 agonist -6.0%, EPAC2 antag 3.4%, TGFb inhibitor 7.2%, Nrf2 activator 2.7%, pAkt inh inactive, A549 viability -2.6% and CCT modulator 2.2.
`O=C(N/N=C/c1ccc(OCc2ccccc2)cc1)c1cccs1` gave Nrf2 block 1.7%, MmCpn inh 1.8%, EPAC2 agonist 5.8%, EPAC2 antag -2.9%, TGFb inhibitor 0.0%, Nrf2 activator 3.3%, pAkt inh inactive, A549 viability -15.5% and CCT modulator -0.7.
Screening Fc1cccc(/C=N/Nc2ccc3ccccc3n2)c1 returned Nrf2 block inconclusive, MmCpn inh -6.3%, EPAC2 agonist -0.2%, EPAC2 antag 14.6%, TGFb inhibitor -4.1%, Nrf2 activator 13.6%, pAkt inh inactive, A549 viability -0.4% and CCT modulator -2.7.
C/C(CC(=O)Nc1ccc(Cl)cc1C(F)(F)F)=N\NC(N)=S was read as Nrf2 block 4.6%, MmCpn inh 0.3%, EPAC2 agonist 6.7%, EPAC2 antag 2.1%, TGFb inhibitor inconclusive, Nrf2 activator 3.5%, pAkt inh inactive, A549 viability -7.7% and CCT modulator -3.4.
`O=C(NCc1cccnc1)C1CCN(c2ccc(S(=O)(=O)N3CCOCC3)cc2Cl)CC1` gave Nrf2 block inconclusive, MmCpn inh -0.1%, EPAC2 agonist 2.6%, EPAC2 antag 19.6%, TGFb inhibitor -5.8%, Nrf2 activator -0.6%[9.22 µM], pAkt inh inactive, A549 viability -5.9% and CCT modulator 1.8.
For CN(C)S(=O)(=O)c1cc(C(=O)Nc2ccn(C)n2)c(Cl)cc1Cl the results were Nrf2 block -10.9%, MmCpn inh 1.2%, EPAC2 agonist 9.0%, EPAC2 antag 5.4%, TGFb inhibitor 17.6%, Nrf2 activator -0.2%, pAkt inh inactive, A549 viability 1.9% and CCT modulator 1.2.

Assay outcomes: PubChem, National Center for Advancing Translational Sciences (NCATS)
